ELG1 genotoxic = inducers of genotoxicity in HEK293T ELG1-luciferase cells. HEK293T ELG1-luciferase reporter, luminescence, 16 h. Potency, µM (top dose mostly 46 µM), inactives show at the top dose activity change, positive = activation, most hits filed as activators. 330,000 tested, 1.3% active. AID 504466; also: potency is read from the fitted curve at half-maximal effect; % of control where 0% means no effect; nearly all actives have a fitted effect of over 60% in size
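ELG1-luciferase HEK293T cells, 2,000/well; compound pinned in; 16 hr, 37 °C, 5% CO2; ONE-Glo, 30 min RT; luminescence on CCD imager.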
Gal4-VP16 FLuc = Gal4-VP16 reporter inhibition counter-screen; Drosophila S2 Gal4-VP16 UAS-luciferase, luminescence, 20 h; Potency, µM (top dose mostly 53.6 µM), for inactives: at the top dose activity, negative = inhibition, actives largely listed as inhibitors; 310,000 tested, 3.5% active; AID 2546;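 also: Gal4-VP16 expression switched on by copper sulfate through the metallothionein promoter; potency is read from the fitted curve at half-maximal effect; % is scaled to controls: 0 for no effect and ±100 for the full control effect; nearly all actives have a fitted effect of over 50% in size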
FBPA coupling cs = counter-screen for Giardia aldolase inhibitors: coupling enzyme system; activity change, negative = inhibition, % at 58.2 µM, hits read low; coupling enzyme system counterscreen, AmpLite Red fluorescence; 290,000 tested, 0.67% active; in the data active = activity change below about -30%; also: % is scaled to controls: 0 for no effect and ±100 for the full control effect
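Activity here indicates interference with the coupling reaction, not aldolase inhibition. Compounds at 57.5 uM final met coupling enzymes for 10 min at RT; substrate and AmpLite Red detection followed, with a 525/598 nm fluorescence read after 20 min.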
NPC1 prom act = activates the NPC1 promoter; 320,000 tested, 2.4% active; Potency, µM (doses to about 9.22 µM), without a hit: at the highest dose activation, usual class: activators; AID 485313; Huh7 NPC1 promoter luciferase reporter, 24 h;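 also: potency is read from the fitted curve at half-maximal effect; % of control where 0% means no effect; nearly all actives have a fitted effect of over 60% in size; reporter is driven by a mutant NPC1 promoter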
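Stable NPC1-promoter luciferase Huh7 line; cpd (DMSO) 24 h, 37 °C, 5% CO2; Amplite luciferase reagent 10 min RT; luminescence readout. qHTS format.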
KCNH2 3.1 inh = inhibitors of human KCNH2 3.1 potassium channel isoform | U2OS KCNH2 3.1, thallium flux FluxOr; active compounds read low | 340,000 tested, 0.95% active | AID 720553 | activity change, % (tested at about 1.8 µM);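 active = maximum activity change below -70%; inconclusive = maximum activity change from -70% to -50%; inactive = maximum activity change above -50%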;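 also: thallium influx rate constant from kinetic fluorescence after stimulation buffer; % is scaled to controls: 0 for no effect and ±100 for the full control effect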
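Virally transduced U2OS (3.1 isoform, 4 h infection in dark at RT) → overnight 37 C → FluxOr + Red40 in HBSS/HEPES, 45 min → stimulation buffer, 2 min kinetic read → rate constant vs DMSO controls.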
RORg inh = inhibitors of mouse ROR gamma transcriptional activity. Potency, µM (series often up to 53.6 µM), without a hit: top-dose activity change, negative = inhibition, usual class: inhibitors. 310,000 tested, 5.4% active. Drosophila S2 Gal4-RORgamma UAS-luciferase reporter, 20 h. P51450; also: potency is read from the fitted curve at half-maximal effect; % is scaled to controls: 0 for no effect and ±100 for the full control effect; nearly all actives have a fitted effect of over 60% in size
Target sequence (P51450 whole entry, looked up, the tested form may be a part): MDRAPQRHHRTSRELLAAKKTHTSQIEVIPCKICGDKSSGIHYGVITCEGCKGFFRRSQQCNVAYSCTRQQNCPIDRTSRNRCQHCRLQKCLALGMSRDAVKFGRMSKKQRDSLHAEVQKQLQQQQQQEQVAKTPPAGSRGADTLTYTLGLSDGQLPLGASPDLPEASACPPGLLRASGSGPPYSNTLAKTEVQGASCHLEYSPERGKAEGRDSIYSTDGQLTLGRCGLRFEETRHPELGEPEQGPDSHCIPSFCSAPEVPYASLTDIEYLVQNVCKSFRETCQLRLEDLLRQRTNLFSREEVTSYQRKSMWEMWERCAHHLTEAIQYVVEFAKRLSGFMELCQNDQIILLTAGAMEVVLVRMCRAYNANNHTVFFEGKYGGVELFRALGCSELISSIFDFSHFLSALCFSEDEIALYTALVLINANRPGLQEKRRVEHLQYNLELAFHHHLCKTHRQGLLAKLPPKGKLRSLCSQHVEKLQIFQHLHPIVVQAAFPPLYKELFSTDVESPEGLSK
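Using a luciferase readout, inhibitors were identified by reduced reporter activity in Drosophila cells coexpressing a copper-inducible Gal4–ROR gamma fusion and UAS-driven Photinus luciferase, incubated 20 hr after 700 uM copper sulfate.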
Giardia killer = Giardia lamblia killing | Giardia lamblia trophozoite viability | activity change, % at 7.66 µM, hits read low | 340,000 tested, 0.15% active; in the data active = activity change below about -80%; inconclusive = between about -30% and that limit;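 also: parasites exposed to compound for two days anaerobically before the ATP read; % is scaled to controls: 0 for no effect and ±100 for the full control effect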
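ATP-content bioluminescence gauges trophozoite survival. Cells (100/well) receive compound and incubate anaerobically for 48 hrs at 37 deg C; detection reagent follows for 15-30 min at room temperature.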
uPA generation = blocks generation of uPA at the cell surface; cell surface uPA generation assay, qHTS; Potency, µM (series often up to 38.3 µM), for the others: top-dose activity change, negative = inhibition, actives largely listed as inhibitors; 330,000 tested, 0.31% active; AID 540303; active = well fitted inhibition curve with a large enough effect; inconclusive = small, poorly fitted or top-dose-only effect; inactive = no such curve, though single readings can be large or run the other way; tested in mouse RAW 264.7 cells; also: potency is read from the fitted curve at half-maximal effect; % is scaled to controls: 0 for no effect and ±100 for the full control effect; nearly all actives have a fitted effect of over 55% in size
FLuc modulator = firefly luciferase modulation, counter-screen for miR-21 project; Potency, µM (titrated, usually from 57.5 µM), for the others: at the highest dose activity change, negative = inhibition, most hits filed as inhibitors; 360,000 tested, 6.9% active; purified FLuc, Km substrates, luminescence inhibition; AID 588342;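 also: potency is read from the fitted curve at half-maximal effect; plate controls were vehicle for no effect and reference inhibitor for full effect; nearly all actives have a fitted effect of over 55% in size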
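Purified P. pyralis luciferase, 10 nM final, with Km-level 10 uM D-luciferin and 10 uM ATP in 50 mM Tris acetate pH 7.5, 10 mM Mg acetate, 0.01% Tween-20, 0.05% BSA; 6-point qHTS titration about 60 µM downward; luminescence read.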
Tb PFK inh = T. brucei PFK enzyme inhibition | 330,000 tested, 0.17% active | T. brucei PFK, ADP-Glo luminescence | O15648 | Potency, µM (titrated, usually from 57.5 µM), without a hit: at the top dose activity, negative = inhibition, actives largely listed as inhibitors;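 also: potency is read from the fitted curve at half-maximal effect; 0% = uninhibited 1x PFK enzyme wells and -100% = no-enzyme wells; nearly all actives have a fitted effect of over 60% in size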
Target sequence (O15648 whole entry, looked up): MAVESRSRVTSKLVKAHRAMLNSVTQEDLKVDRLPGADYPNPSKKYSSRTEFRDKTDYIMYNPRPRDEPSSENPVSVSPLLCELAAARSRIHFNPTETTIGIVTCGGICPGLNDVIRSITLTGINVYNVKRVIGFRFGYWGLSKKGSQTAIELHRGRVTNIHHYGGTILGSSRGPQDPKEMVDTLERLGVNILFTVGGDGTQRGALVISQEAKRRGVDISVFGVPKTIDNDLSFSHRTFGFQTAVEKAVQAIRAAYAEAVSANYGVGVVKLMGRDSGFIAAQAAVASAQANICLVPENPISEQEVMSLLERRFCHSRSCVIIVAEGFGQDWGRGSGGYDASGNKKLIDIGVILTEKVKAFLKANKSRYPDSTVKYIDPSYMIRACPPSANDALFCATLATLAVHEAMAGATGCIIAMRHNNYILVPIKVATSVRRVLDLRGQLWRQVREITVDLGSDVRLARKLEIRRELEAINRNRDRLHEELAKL
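PFK 1.25 nM, F6P 0.5 mM, ATP 0.1 mM, 0.1 M TEA pH 8.0, 5 mM MgCl2, 0.01% Tween20, 0.1% BSA; 45 min RT. ADP-Glo readout. qHTS titration up to 57 uM; curves fitted, compounds curve-classed.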
Rab9 promoter act = activators of Rab9 promoter; Huh7 Rab9 promoter-luciferase reporter, luminescence, 24 h; Potency, µM (top dose mostly 9.22 µM), for the others: top-dose activation, negative = inhibition, actives largely listed as activators; 320,000 tested, 2.8% active; also: potency is read from the fitted curve at half-maximal effect; % of control where 0% means no effect; nearly all actives have a fitted effect of over 60% in size
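Cell-based reporter: Huh7 stable for Rab9 promoter-driven luciferase, plated in reduced-serum medium with 10% FBS at 1500 cells/well, compound-treated 24 h at 37 °C, luminescence read after 10 min reagent.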
Numbers without * were called inactive; u = inconclusive; x = no result given; & = joins results of further samples; [ ] = another dose, or the depositor's remark. Unless noted, calls follow the shape of the dose curve; as a rule, active = well fitted curve in the direction sought with a large enough effect; inconclusive = small, poorly fitted or top-dose-only effect, or another doubt; inactive = no such curve, though single readings can be large; an effect the other way counts as inactive or inconclusive. Random draw from the library, and some 14% of all compounds hit somewhere here.

SMILES	ELG1 genotoxic	Gal4-VP16 FLuc	FBPA coupling cs	NPC1 prom act	KCNH2 3.1 inh	RORg inh	Giardia killer	uPA generation	FLuc modulator	Tb PFK inh	Rab9 promoter act
Cc1nnc(NC(=O)CN2C(=O)c3ccccc3S2(=O)=O)s1	1%	-7%	1	0%	6	-3%	-19	-4%	0%	3%	-3%
CC(C)C(C)(C#N)NC(=O)CSc1nnc(-c2ccccc2)o1 (centres undefined)	1%	11%	2	1%	1	12%	-3	3%	1%	1%	4%
COCCNS(=O)(=O)c1ccc2c3c(cccc13)C(=O)N2C	u	-1%	-1	-7%	-1	-23%	17	-4%	3%	0%	-8%
NC(=O)C1(NC(=O)[C@@H]2CC3(CC(c4cccc(NC(=O)[C@@H]5CCC(=O)N5)c4)=NO3)CN2C(=O)c2ccccc2)CC1 (some centres undefined)	0%	0%	0	2.2µM*	2	2%	u	-4%	-2%	8%	6%
CCCCNCC1CCCO1 (centres undefined)	-2%	5%	1	-6%	-8	16%	20	0%	0%	-5%	-1%
N/C(Cc1nc(-c2ccc(Cl)cc2)cs1)=N/O	6%	6%	0	21%	2	-14%	u	2%	u	0%	25%
O=C1C(=C(c2ccccc2)c2ccccc2)Nc2ccccc21	-24%	14%	-2	0%	-8	13%	-8	-7%	-17%	2%	-5%
CC(=O)Nc1ccccc1NC(=O)CC(C)(C)C	1%	1%	0	-2%	18	-13%	24	0%	5%	-11%	-8%
CN(C(=O)COc1coc(CN2CCN(c3ccccc3)CC2)cc1=O)c1ccccc1	0%	x	x	-5%	3	x	7	-1%	10%	-4%	-7%
COc1ccc(C)cc1N(C(=O)CNC(=O)c1ccco1)C(C(=O)NCC1CCCO1)c1ccccc1 (centres undefined)	-8%	-5%	-2	3%	-3	-1%	1	1%	3%	-3%	-8%
COc1ccc(/C=N/n2c(C)nc3sc(C)c(C)c3c2=O)cc1	1%	16%	3	-1%	1	-8%	-22	2%	-1%	0%	5%
CCc1ccc(Nc2ncc3c(n2)CC(C)(C)CC3=O)cc1	u	-10%	7	3.2µM*	-1	23%	6	-2%	15µM*	1%	2.5µM*
Cc1ccn2c(=O)nc(SCc3cccc(C(F)(F)F)c3)nc2c1	16%	u	-2	0%	-9	28%	-19	-1%	1%	-28%	-5%
Cc1c(C(=O)Nc2nc3ccccc3[nH]2)oc2ccc(Br)cc12	u	4.5µM*	-2	28%	10	5.6µM*	-24	-1%	7.6µM*	0%	u
Cc1ccc(-c2cc(C(=O)OCC(=O)Nc3ncc(C(F)(F)F)cc3Cl)c3ccccc3n2)cc1	16%	-4%	-6	7%	3	-6%	-25	0%	-16%	0%	-1%
CCCCn1c(C)cc2c(c1=O)C1O[C@](c3ccsc3)(Cc3cc(OC)c(OC)cc31)O2	x	-5%[10 µM]	-5	0%[1.84 µM]	x	-3%[10 µM]	x	x	-7%[11.5 µM]	3%[11.5 µM]	5%[1.84 µM]
Cc1nn(CCO)c(N)c1C1(O)C(=O)Nc2c(Cl)cc(Cl)cc21 (centres undefined)	1%	-3%	-7	6%	7	u	-1	-11%	-1%	0%	-3%
O=C(NC(NC(=S)Nc1ccccc1)C(Cl)(Cl)Cl)c1cccc(Cl)c1 (centres undefined)	-15%	u	3	0%	-19	11µM*	8	u	-1%	-2%	0%
CC(C)CCN(CCC(C)C)C/C(O)=C(\C#N)c1nc(-c2ccccc2)cs1	-2%	8%	1	-4%	0	-20%	7	-5%	1%	5%	1%
O=C(N/N=C1\C/C(=N\NC(=O)c2ccncc2)c2ccccc21)c1ccncc1	-3%	u	-34*	3%	-2	u	7	u	4.8µM*	-7%	-25%
CN(CCc1ccccn1)Cc1ccc(Cl)cc1Cl	-1%	-16%	2	12%	-15	-16%	-8	x	u	1%	19%
CC1CCN(C(=O)c2[nH]cnc2C(=O)N[C@@H](Cc2ccccc2)C(=O)OC(C)(C)C)CC1	1%	20µM*	4	-4%	-2	u	-19	-4%	2%	-4%	0%
CCCN1Cc2cc(OC)ccc2-c2ccccc2S1(=O)=O	0%	x	x	x	-20	x	-9	-17%	x	0%	x
Cc1cc(NC(=O)C2(c3ccccc3)CCCC2)no1	-3%	0%	0	-1%	3	-37%	-24	1%	4%[2.3 µM]	-1%	-2%
Cc1nc(SCCC(C)C)c([N+](=O)[O-])[nH]1	1%	12%	4	1%	-9	-14%	-3	-3%	-7%	-1%	-6%
CC1CCN(CCCNC(=O)CN2C(=O)CSc3ccc(S(=O)(=O)N4CCC(C)CC4)cc32)CC1	2%	2%	x	6%	-3	-10%	20	13%	5%&-1%	-4%	-17%
COc1cc2nc(N(CCCN(C)C)C(=O)c3ccc(S(=O)(=O)N4CCc5ccccc5C4)cc3)sc2cc1OC	u	x	x	-1%	-6	x	-11	-9%	1%	-5%	0%
O=S(=O)(c1ccc(NC(=S)NCc2ccco2)cc1)N1CCCC1	-1%	-9%	1	-1%	11	-8%	-4	-5%	3%	-1%	1%
O=C(O)c1ccccc1-c1ccccc1C(=O)Nc1nccs1	14%	-7%	0	1%	7	29%	17	-1%	-13%	7%	-1%
CCCCn1c(=O)[nH]c(=O)c2c1nc(-c1ccc3ccccc3c1)n2CC	-1%	4%	-3	0%	5	-1%	4	5%	1%	-7%	3%
CCCc1cc(=O)oc2cc(OC(C)C(=O)NCC3CCC(C(=O)O)CC3)ccc12 (centres undefined)	0%	0%	-1	-1%	5	-12%	-27	9%	0%	-6%	-3%
COCCCNC(=S)NNC(=O)c1cc(-c2cccnc2)nc2ccccc12	4%	-27%	-1	0%	-1	-34%	17	-24%	11µM*	0%	-3%
COc1ccc(N2CCN(C(CNC(=O)c3ccco3)c3cccnc3)CC2)cc1 (centres undefined)	1%	5%	1	3%	-4	-3%	5	-1%	5%	4%	1%
O=[N+]([O-])c1cccc(-c2n[nH]c(=S)n2-c2ccccc2)c1	0%	-8%	3	-2%	-3	7.1µM*	11	-2%	1%	-16%	4%
COc1ccccc1NC(=O)c1cc2c(CO)cnc(C)c2oc1=Nc1ccc(OC)c(OC)c1	-11%	-18%	3	-8%	-4	-1%	3	12%	1%	-5%	-10%
Cc1cccc(C(=O)Nc2c3c(nn2C(C)(C)C)CS(=O)(=O)C3)c1	2%	14%	3	-6%	8	0%	12	2%	3%	4%	3%
O=C(NC(=S)N1CCN(Cc2ccccc2)CC1)c1cccnc1	-4%	2.5µM*	0	0%	-16	0.89µM*	-2	3%	0%	-3%	-6%
N=c1oc2ccccc2cc1-c1nc2ccccc2c(=O)[nH]1	u	3%	1	2%	-1	u	2	9%	u	2%	4%
O=C1CC(C(=O)N(c2cccc(F)c2)C(C(=O)NC2CCCC2)c2ccccn2)CS1 (centres undefined)	7%	1%	1	0%	-1	7%	-12	x	-2%	-7%	5%

Structural class: those above containing a cyano group.
SMILES	ELG1 genotoxic	Gal4-VP16 FLuc	FBPA coupling cs	NPC1 prom act	KCNH2 3.1 inh	RORg inh	Giardia killer	uPA generation	FLuc modulator	Tb PFK inh	Rab9 promoter act
CC(C)C(C)(C#N)NC(=O)CSc1nnc(-c2ccccc2)o1 (centres undefined)	1%	11%	2	1%	1	12%	-3	3%	1%	1%	4%
CC(C)CCN(CCC(C)C)C/C(O)=C(\C#N)c1nc(-c2ccccc2)cs1	-2%	8%	1	-4%	0	-20%	7	-5%	1%	5%	1%

Some entries already given, showing only uPA generation, FBPA coupling cs and RORg inh.
| smiles | uPA generation | FBPA coupling cs | RORg inh |
| --- | --- | --- | --- |
| COc1ccccc1NC(=O)c1cc2c(CO)cnc(C)c2oc1=Nc1ccc(OC)c(OC)c1 | 12% | 3 | -1% |
| COc1ccc(N2CCN(C(CNC(=O)c3ccco3)c3cccnc3)CC2)cc1 (centres undefined) | -1% | 1 | -3% |

Screening data deposited in PubChem by National Center for Advancing Translational Sciences (NCATS).
